TLR4 MyD88 comp: blocks binding of human TLR4 to MyD88; AID 861; HeLa CL3-4 TLR4/MyD88 BLA complementation, FRET ratio; O00206+Q99836; inhibition, % at 8.4 µM; 0.18% of 200,000 active; in the data active = inhibition above about 25%;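 also: 0% = vehicle and 100% = reference inhibitor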
Target sequence (O00206 whole entry, looked up): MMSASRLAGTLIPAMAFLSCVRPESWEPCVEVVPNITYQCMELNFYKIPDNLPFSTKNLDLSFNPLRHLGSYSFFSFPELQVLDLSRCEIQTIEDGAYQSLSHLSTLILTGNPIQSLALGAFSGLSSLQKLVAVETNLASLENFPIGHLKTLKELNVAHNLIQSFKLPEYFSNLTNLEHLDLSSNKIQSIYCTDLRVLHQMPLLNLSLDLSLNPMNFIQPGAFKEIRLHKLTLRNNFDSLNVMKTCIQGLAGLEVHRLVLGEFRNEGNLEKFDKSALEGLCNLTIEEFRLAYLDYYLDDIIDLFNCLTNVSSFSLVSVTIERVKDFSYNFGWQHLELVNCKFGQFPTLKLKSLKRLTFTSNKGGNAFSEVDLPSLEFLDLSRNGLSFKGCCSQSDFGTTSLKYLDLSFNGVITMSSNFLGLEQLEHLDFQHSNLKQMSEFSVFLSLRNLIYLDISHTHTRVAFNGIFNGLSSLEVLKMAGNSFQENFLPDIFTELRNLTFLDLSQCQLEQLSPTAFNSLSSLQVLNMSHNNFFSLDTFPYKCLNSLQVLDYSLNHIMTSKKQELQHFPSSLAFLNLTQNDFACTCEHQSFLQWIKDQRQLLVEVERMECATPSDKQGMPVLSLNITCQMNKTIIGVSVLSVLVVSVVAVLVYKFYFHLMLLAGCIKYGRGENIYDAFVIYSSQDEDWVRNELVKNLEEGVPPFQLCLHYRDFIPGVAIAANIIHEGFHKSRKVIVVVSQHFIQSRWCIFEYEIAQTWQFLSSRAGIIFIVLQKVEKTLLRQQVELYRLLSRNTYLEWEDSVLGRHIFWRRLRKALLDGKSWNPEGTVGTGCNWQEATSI
Target sequence (Q99836 whole entry, looked up): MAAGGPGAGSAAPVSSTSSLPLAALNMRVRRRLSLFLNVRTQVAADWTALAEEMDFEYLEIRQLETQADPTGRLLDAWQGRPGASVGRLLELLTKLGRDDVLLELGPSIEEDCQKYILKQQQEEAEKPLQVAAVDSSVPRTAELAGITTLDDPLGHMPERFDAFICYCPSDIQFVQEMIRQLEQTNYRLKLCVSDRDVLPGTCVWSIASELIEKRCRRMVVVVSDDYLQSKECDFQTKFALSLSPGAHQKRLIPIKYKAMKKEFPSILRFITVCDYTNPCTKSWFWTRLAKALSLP
APP transl inh: APP translation inhibition; inhibition, % at 2 µM; 0.82% of 190,000 active; SH-SY5Y APP 5'UTR-luciferase reporter, luminescence;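 active = inhibition above a set limit, derived from the sample mean plus 3 SD, cut at about 45% in these data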; also: values of inactives mirror those of a sister screen read the other way
APP 5'UTR act: activates APP 5'UTR luciferase reporter. activation, % at 2 µM. 1% of 190,000 active. SH-SY5Y APP 5'UTR luciferase reporter, luminescence; zero percent = DMSO vehicle wells;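 active = activation above a set limit, based on mean plus 3 SD of controls, cut at about 140% in these data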; also: values of inactives mirror those of a sister screen read the other way
FLuc stim CS: affects firefly luciferase, flagging false hits in luciferase stimulation screens. activation factor at 10 µM. P08659. ATPlite luciferase biochemical, luminescence, 10 min; 0 = ATP-free wells, 1 = DMSO control. 200,000 tested, under 10 active;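 active = luciferase activation factor, scaled between plate controls, of at least 2 with compound at 10 µM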
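Assay system: Luciferase/luciferin detection reagent, cell-free biochemical luciferase assay / Also added: ATP substrate / Schedule: 10 min at ambient temperature / Measured by: luminescence measurement of luciferase light output / Benchmarks: low control with PBS replacing ATP, high control enzyme plus ATP without compound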
Diaph inh CS: diaphorase inhibition or chemical oxidation counter-screen. 0.69% of 190,000 active. AID 1217. diaphorase resazurin-to-resorufin fluorescence, NADH, 16 min; bacterial (C. kluyveri) enzyme, not human. inhibition, % at 20 µM;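 active = primary screen inhibition at 20 µM above a set limit, cut at about 50% in these data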;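 also: plate controls were DMSO with full reaction for no effect and wells lacking NADH for full effect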
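Test system: bacterial diaphorase enzyme (C. kluyveri); Quantity: 0.14 U/mL diaphorase, enzyme working solution; Times: reaction incubation of 16 min at room temperature; Measured by: fluorescence of resorufin formed from resazurin, Ex 544/Em 590 nm; Benchmarks: positive control minus NADH, DMSO neutral control.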
Diaphorase act: counter-screen for diaphorase-based assays: diaphorase activators and chemical reducers; activation factor at 20 µM; AID 1229; Diaphorase/resazurin coupled assay, resorufin fluorescence, 16 min; active compounds read high; 1 = vehicle wells, 0 = NADH-free wells; 0.005% of 190,000 active;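 active = diaphorase activity raised at least twofold by the compound at 20 µM; inactive = activation factor below 2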
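System – purified diaphorase enzyme from Clostridium kluyveri · Input – enzyme 0.07 U/mL final · Also added – final NADH 0.114 mM, resazurin 0.1 mM · Measured by – fluorescence of resorufin, 544 nm excitation, 590 nm emission · Timing – 16 min enzyme reaction, ambient temperature · Measure – resorufin increase flagging diaphorase activators or reducers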
STAT1 act: activators of IFN-gamma induced STAT1 signaling. NIH 3T3 STAT1-luciferase reporter, luminescence; 100% = IFN-gamma alone, no compound. activation (% of control), % at 5.5 µM. 2.6% of 200,000 active. AID 932;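 active = activation above the screen-wide mean activation plus 3 SD, cut at about 130% in these data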;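 also: raw ratio to IFN-gamma control signal so 100% means no change and 0% no light; values of inactives mirror those of a sister screen read the other way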
FLuc inh counter: inhibits firefly luciferase, flagging false hits in luciferase inhibition screens. AID 1006. 1.5% of 200,000 active. P08659. inhibition, % at 10 µM. ATPLite firefly luciferase biochemical luminescence, 10 min;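 active = inhibition above about 50% when tested at 10 µM, limit read from the data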
NF-kB expr up: raises NF-kB expression in human neuronal cells; NF-kB reporter expression; active compounds read high; fold change at 12.5 µM; 1.6% of 190,000 active; in the data active = fold change above about 3.3
G6PDH counter: counter-screen for G6PDH assay hits: L. mesenteroides G6PDH inhibition | Purified L. mesenteroides G6PDH, diaphorase/resazurin coupled fluorescence, 45 min | inhibition, % at 5 µM | 0.12% of 200,000 active | AID 1020; in the data active = inhibition above about 50%
* = called active by the depositor; x = not tested or not shown.

SMILES | FLuc inh counter | APP transl inh | FLuc stim CS | APP 5'UTR act | STAT1 act | Diaph inh CS | G6PDH counter | Diaphorase act | TLR4 MyD88 comp | NF-kB expr up
O=C1NN=C(c2ccc(Cl)cc2)CC1c1cccc(Cl)c1 (stereo not drawn) | -2 | x | 1 | x | 103 | 7 | 7 | 0.9 | 4 | 0.91
Cc1ccc2c(c1)n([O-])c1c([n+]2=O)CCCC1 | -5 | 2 | 1 | -2 | 104 | 20 | 6 | 0.8 | 0 | 1
Nc1ccn(Cc2cccc(F)c2)n1 | -2 | 0 | 1 | 0 | 100 | 3 | 5 | 1 | -1 | 1.1
COc1ccc(-c2cc(C(=O)Nc3cc(C)nn3-c3ccccc3)no2)cc1 | 10 | -16 | 0.9 | 16 | 110 | 10 | 4 | 0.9 | 2 | 1.2
CCCCc1c(CCC)c(=N)c2ccccc2n1C | -3 | 7 | 1 | -7 | 71 | 3 | 1 | 1 | -7 | 0.66
CCOC(=O)N1CCN(C(=S)NC)CC1 | -8 | -6 | 1.1 | 6 | 102 | 8 | -1 | 0.9 | 7 | 1.1
Clc1ccc(Cn2cc(/C=N/n3cnnc3)c3ccccc32)c(Cl)c1 | -5 | 4 | 1 | -4 | 107 | -5 | 2 | 1.1 | 3 | 0.84
CC(C)N(CCO)C(=O)CCc1nnc(CCCc2ccccc2)o1 | 1 | 11 | 1 | -11 | 107 | -2 | 16 | 1 | 18 | 1.6
C=CCn1c(=N)n(CC(=O)O)c2ccccc21 | -7 | -8 | 1.1 | 8 | 99 | 9 | 3 | 0.9 | -3 | 1.1
CCOC(=O)/C(=N/Nc1ccccc1)c1csc(Nc2ccccc2)n1 | -6 | -12 | 1.1 | 12 | 94 | 22 | -2 | 0.8 | -3 | 0.82
Cc1ccc(/C=N/Nc2ccc3c(C(F)(F)F)cc(C(F)(F)F)nc3n2)cc1 | -9 | -3 | 1.1 | 3 | 106 | 3 | 8 | 1 | -9 | 1.1
CC1CC(C)CN(CCCOc2ccccc2[N+](=O)[O-])C1 (stereo not drawn) | 0 | 6 | 1 | -6 | 95 | 15 | 16 | 0.8 | -5 | 1.3
O=C(/C=C/c1nc2ccccc2s1)N1CCCCCC1 | 62* | -118 | 0.4 | 118 | 132* | -5 | 2 | 1 | 9 | 2.6
Cc1ccc(OCCN2CCN(CC(O)Cn3c4ccccc4c4ccccc43)CC2)cc1 (stereo not drawn) | -2 | -2 | 1 | 2 | 97 | 33 | -37 | 0.7 | -6 | 0.79
CN(C)C(=O)COc1ncnc2scc(-c3ccc(F)cc3)c12 | -7 | -8 | 1.1 | 8 | 99 | 1 | 3 | 1 | -2 | 1
CCN(CC)S(=O)(=O)c1ccc(N2CCOCC2)c(NC(=O)COc2ccccc2C#N)c1 | 2 | -16 | 1 | 16 | 93 | -4 | 3 | 1 | 0 | 1.1
Cc1ccc(NC(=O)C(Nc2ccccc2)c2ccccc2)cc1 (stereo not drawn) | -6 | -6 | 1.1 | 5 | 112 | 17 | -10 | 0.8 | -4 | 1.2
Cc1ccccc1S(=O)(=O)Nc1ncnc2scc(-c3ccccc3)c12 | 0 | 20 | 1 | -20 | 102 | -3 | 10 | 1 | -7 | 0.88
CCOC(=O)c1ccc(NC(=O)NC2CC3CCC(C2)N3Cc2nnnn2C(C)(C)C)cc1 (stereo not drawn) | -11 | 17 | 1.1 | -17 | 103 | 15 | 5 | 0.9 | -3 | 1
C=CCSc1nnc2n(-c3ccccc3OC)c(=O)c3c4c(sc3n12)CCC4 | 1 | 0 | 1 | 0 | 96 | 21 | 8 | 0.8 | 10 | 0.96
C#CCOCCOCCOCCNc1nc(N2CCN(C(=O)[C@H]([C@@H](C)CC)n3cc([C@@H](N)CO)nn3)CC2)nc(N2CCN(C(=O)[C@H]([C@@H](C)CC)n3cc([C@@H](N)Cc4ccc(O)cc4)nn3)CC2)n1 | -10 | 12 | 1.1 | -12 | 100 | 2 | 14 | 1 | -2 | 0.86
FC(F)(F)c1nc2ccccc2n2c(-c3ccc(Cl)cc3)nnc12 | -6 | -1 | 1.1 | 1 | 95 | 9 | 2 | 0.9 | 3 | 0.62
COc1ccc(Cn2cnc3c(NS(C)(=O)=O)c(C)c(C)cc32)cc1 | -2 | -3 | 1 | 3 | 106 | 2 | 2 | 1 | -7 | 1.1
O=C(c1ccco1)N1CCN(C(c2ccc(F)cc2)c2nnnn2CC2CCCO2)CC1 (stereo not drawn) | -4 | -4 | 1 | 4 | 100 | 5 | 6 | 1 | 0 | 1
CC(=O)Nc1nonc1-c1nc2ccccc2n1Cc1nnc(C)o1 | -10 | -6 | 1.1 | 6 | 104 | 16 | 12 | 0.8 | -13 | 0.98
CC(C)C(=O)Nc1ccc(N2CCCC2)cc1 | 1 | -7 | 1 | 7 | 105 | 5 | 2 | 1 | 2 | 1.4
COc1ccc(NC(=S)Nc2cc(-c3ccccc3)[nH]n2)cc1Cl | 1 | -7 | 1 | 7 | 104 | 18 | -34 | 0.8 | -2 | 1.3
Cc1ccccc1NC(=O)NCc1ccco1 | 2 | -2 | 1 | 2 | 98 | 0 | 6 | 1 | -5 | 1.1
CC(=O)N1CCCc2cc(S(=O)(=O)N3CCC(C)CC3)ccc21 | -5 | -1 | 1 | 1 | 108 | 12 | 11 | 0.9 | 0 | 0.92
COc1ccccc1CN1CCNC(=O)C1CC(=O)NCCc1cnccn1 (stereo not drawn) | -4 | 3 | 1 | -3 | 107 | 17 | 8 | 0.8 | -10 | x
O=C1Nc2ccccc2/C1=N\c1sc2c(c1C(=O)Nc1ccccc1)CCCC2 | -4 | 6 | 1 | -6 | 107 | 22 | 6 | 0.8 | 6 | 0.9
O=C(CN1CCC(Cc2ccccc2)CC1)NC(=O)NCc1ccco1 | -2 | -1 | 1 | 1 | 105 | 17 | 5 | 0.8 | -9 | 0.93
Cc1cc[n+](CC(=O)Nc2nc3ccccc3s2)cc1 | -6 | 3 | 1.1 | -3 | 103 | -2 | 18 | 1 | 2 | 1.2
CC(Cc1c[nH]c2ccccc12)NC(=O)C1CCCNC1=O (stereo not drawn) | 0 | 2 | 1 | -2 | 105 | -5 | 2 | 1.1 | 9 | 0.96
O=C(Nc1nc(-c2ccc(S(=O)(=O)N3CCOCC3)cc2)cs1)c1ccccc1 | 0 | -5 | 1 | 5 | 77 | 26 | 2 | 0.7 | -17 | 0.44
Cc1ccccc1-c1nnnn1C1CCS(=O)(=O)C1 (stereo not drawn) | -1 | 0 | 1 | 0 | 99 | 11 | 9 | 0.9 | 3 | 1
CCOc1cccc(CNc2ccc(O)cc2)c1OCc1ccc(Cl)cc1 | -2 | -14 | 1 | 15 | 102 | 44 | 13 | 0.6 | -7 | 0.93
O=C(COC(=O)c1ccc2ncsc2c1)NC(=O)c1ccccc1 | -4 | -10 | 1 | 10 | 99 | 2 | 8 | 1 | -3 | 1.1
COc1ccccc1CNC(=O)COC(=O)c1cc(-c2ccco2)nc2ccccc12 | 0 | -3 | 1 | 3 | 97 | 32 | -1 | 0.7 | 4 | 1.5
CC(C)[C@H](NC(N)=O)C(=O)Nc1ccc2c(c1)CCC2 | -4 | -7 | 1 | 7 | 95 | 17 | -5 | 0.8 | 6 | 0.9
CCNc1nc(SCCOc2ccc(Cl)cc2Cl)nc(N(C)C)n1 | 1 | -18 | 1 | 18 | 95 | 14 | -5 | 0.9 | -3 | 1.1
Cc1nn(-c2ccccc2)c(Cl)c1/C=N\NC(=O)c1cnccn1 | 48 | -19 | 0.5 | 19 | 113 | 4 | 1 | 1 | -5 | 1.3
Cc1nc2cc(NS(=O)(=O)c3ccccc3)ccc2n1C | -4 | 12 | 1 | -12 | 95 | 21 | 6 | 0.8 | -2 | 1.2
CCn1c(SCc2nc(CC(=O)Nc3ccccc3OC)no2)nnc1-c1cccs1 | -4 | 1 | 1 | -1 | 102 | 10 | -4 | 0.9 | 10 | 1
COc1ccc(OC2C(=O)N(c3ccc(C)c(C)c3)C2c2ccc(OC)c(OC)c2)cc1 (stereo not drawn) | -5 | -4 | 1.1 | 4 | 98 | 22 | -20 | 0.8 | -5 | 0.48
Cc1cc(-c2ccco2)n(-c2ccccc2)n1 | -1 | -20 | 1 | 20 | 110 | 41 | 13 | 0.6 | -6 | 1.2
O=C(Nc1c(F)cc(F)cc1Br)c1cc(-c2ccco2)on1 | -2 | -11 | 1 | 11 | 114 | 5 | 6 | 0.9 | 4 | 1.1
COc1ccc(C(CNC(=O)c2cc(F)c(F)c(F)c2F)N2CCOCC2)cc1 (stereo not drawn) | -3 | -13 | 1 | 13 | 104 | 11 | 12 | 0.9 | 13 | 1.1
C=CCSc1nn2c(=O)c3ccccc3nc2s1 | 27 | -70 | 0.7 | 70 | 134* | 12 | 3 | 0.9 | -2 | 2.6
Cc1ccc(CNC(=O)Nc2cccs2)cc1 | 38 | -47 | 0.6 | 47 | 114 | -2 | 4 | 1 | 8 | 1.8
O=C(Nc1ccc(N2CCN(C(=O)c3ccco3)CC2)cc1)c1ccccc1F | -1 | 0 | 1 | -1 | 95 | 3 | 6 | 1 | -2 | 1.2
O=C1/C(=C\c2cccnc2)Sc2ccccc21 | 60* | -14 | 0.4 | 14 | 91 | 11 | -12 | 0.9 | -5 | 0.95
CCOC(=O)N1CCC(NC(=O)c2ccc(N3CCC4(CC3)OCCO4)c([N+](=O)[O-])c2)CC1 | -4 | 0 | 1 | 0 | 93 | 16 | 0 | 0.8 | 0 | 0.93
O=C(NC1CCCCC1)N1CCCC1 | -2 | -2 | 1 | 2 | 99 | 16 | 4 | 0.8 | 0 | 1.1
O=C(Cn1c2ccccc2c(=O)c2ccccc21)Nc1cccc(F)c1 | -2 | -5 | 1 | 5 | 104 | -2 | -7 | 1 | -22 | 1.2

From PubChem
